Screening data from PubChem BioAssay.
ATG4B inh: ATG4B protease inhibitors, primary screen, biochemical, fluorescence, uHTS; Cysteine protease ATG4B (Homo sapiens), Q9Y4P1; ATG4B cleavage of LC3-PLA2, NBD-HPC fluorescence, 1 h; inhibition, % at 8.33 µM; 0.51% of 340,000 active; AID 504462, 2011; in the data active means inhibition above about 40%
Target sequence (Q9Y4P1 whole entry, looked up): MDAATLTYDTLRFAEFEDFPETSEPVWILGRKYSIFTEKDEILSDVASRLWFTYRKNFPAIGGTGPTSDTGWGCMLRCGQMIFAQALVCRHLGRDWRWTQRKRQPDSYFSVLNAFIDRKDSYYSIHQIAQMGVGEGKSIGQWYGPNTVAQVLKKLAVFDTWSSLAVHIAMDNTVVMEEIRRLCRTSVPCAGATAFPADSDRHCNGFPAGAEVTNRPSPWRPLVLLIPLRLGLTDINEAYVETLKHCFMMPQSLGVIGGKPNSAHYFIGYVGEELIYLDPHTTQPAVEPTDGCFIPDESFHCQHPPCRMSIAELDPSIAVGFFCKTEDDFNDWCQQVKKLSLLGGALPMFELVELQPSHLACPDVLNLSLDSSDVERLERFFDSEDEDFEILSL
HKDC1 inh: HKDC1 hexokinase inhibitors, primary screen, biochemical, fluorescence, uHTS. inhibition, % at 20 µM. 0.16% of 340,000 active. Q2TB90. recombinant HKDC1, G6PDH/diaphorase resazurin coupled fluorescence;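 active means inhibition above about 35% when tested at 20 µM, limit read from the data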;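 further: plate controls were DMSO wells with enzyme for no effect and DMSO wells lacking enzyme for full effect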
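Material – in-house recombinant HK5 (HKDC1) enzyme · Quantity – HKDC1 at 5 µg/mL · Buffer or medium – pH 8.0 Tris buffer with 10 mM MgCl2 · Reagent – glucose with 1 mM ATP · Dosing – single 20 µM dose · Times – reaction time 90 min, room temperature, protected from light · Technique – resorufin fluorescence at 613 nm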
PfGluPho inh: PfG6PD enzyme inhibitors, primary screen, biochemical, fluorescence intensity, uHTS | glucose-6-phosphate dehydrogenase-6-phosphogluconolactonase (Plasmodium falciparum 3D7) | PfGluPho enzyme, NADPH resazurin-diaphorase fluorescence | inhibition, % at 20 µM | 0.78% of 350,000 active | AID 504690, 2011;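 active means inhibition reaching at least a set limit at 20 µM in the primary screen, cut at about 59% in these data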;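 further: 0% = DMSO wells with substrate and 100% = DMSO wells lacking glucose-6-phosphate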
mIAP inh: inhibitors of mouse IAP, primary screen, biochemical, luminescence, uHTS | 0.2% of 330,000 active | inhibition, % at 10 µM | purified mouse IAP, CDP-Star luminescence, 30 min | AID 2806, 2010 | intestinal alkaline phosphatase [Mus musculus];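 active means inhibition of at least 40% at 10 µM in the primary screen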;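 further: plate controls were DMSO with enzyme for no effect and no enzyme wells for full effect; values of inactives mirror those of a sister screen read the other way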
mIAP act: activators of mouse IAP, primary screen, biochemical, luminescence, uHTS. intestinal alkaline phosphatase [Mus musculus]. muIAP, CDP-Star luminescence, 30 min; stronger effect = higher value; 1 = vehicle-only enzyme signal, 0 = enzyme-free wells. activation factor at 10 µM. 0.24% of 330,000 active. AID 2805, 2010;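 active means activation factor of at least 2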; further: the source names both 10 and 20 µM as test concentration; values of inactives mirror those of a sister screen read the other way
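also added = chemiluminescent substrate CDP-Star | test system = mouse IAP enzyme | signal = chemiluminescence readout | compound = DMSO-dissolved test compounds | incubation = 30 min at room temperature | benchmarks = DMSO wells, no-enzyme wells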
hIAP inh: human IAP inhibitors, primary screen, biochemical, luminescence, uHTS; Intestinal-type alkaline phosphatase (Homo sapiens), P09923; purified IAP, CDP-Star luminescence, 30 min; inhibition, % at 10 µM; 0.12% of 330,000 active;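 active means inhibition reaching a set limit with compound at 10 µM in the primary screen, cut at about 35% in these data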;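 further: plate controls were DMSO wells with enzyme for no effect and no-enzyme buffer wells for full effect; values of inactives mirror those of a sister screen read the other way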
A3A deaminase: APOBEC3A ssDNA deaminase inhibitors, primary screen, selectivity assay for APOBEC3G inhibitor project, biochemical, FAM/TAMRA oligo cleavage fluorescence; DNA dC->dU-editing enzyme APOBEC-3A (Homo sapiens), P31941; recombinant A3A, FAM/TAMRA ssDNA deamination fluorescence; inhibition, % at 20 µM; 0.41% of 330,000 active; AID 493011, 2011;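 active means at least 40% inhibition at 20 µM here, with at most 30% in a related deaminase screen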;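 further: plate controls were A3A with DMSO for no effect and wells lacking A3A enzyme for full effect; some results filed as inactive read as strong as hits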
Target sequence (P31941 whole entry, looked up): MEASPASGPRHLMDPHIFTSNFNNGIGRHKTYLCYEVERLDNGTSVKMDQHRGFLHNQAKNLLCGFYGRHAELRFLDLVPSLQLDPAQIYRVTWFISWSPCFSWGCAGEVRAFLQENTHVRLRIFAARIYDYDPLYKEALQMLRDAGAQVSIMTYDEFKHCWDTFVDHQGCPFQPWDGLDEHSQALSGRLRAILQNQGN
hIAP act: human IAP activators, primary screen, biochemical, luminescence, uHTS | Intestinal-type alkaline phosphatase (Homo sapiens), P09923 | purified human IAP, CDP-Star luminescence, 30 min; stronger effect = higher value; 1 = vehicle-only enzyme, 0 = enzyme-free background | activation factor at 10 µM | 0.16% of 330,000 active;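 active means activation factor of the enzyme at least 2-fold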; further: the source names both 10 and 20 µM as test concentration; values of inactives mirror those of a sister screen read the other way
An asterisk follows results filed as active. Hits appear at their usual frequency; 2.4% or so of the library scored in one or more.

ATG4B inh	HKDC1 inh	PfGluPho inh	mIAP inh	mIAP act	hIAP inh	A3A deaminase	hIAP act	Molecule
3.6	-5.0	-5.2	10.5	0.895	-15.6	-6.8	1.16	Cc1cc(C(=O)O)ccc1NCc1ccncc1
-2.1	-4.8	2.3	1.0	0.99	-13.4	5.2	1.13	COc1cc(OC)c(C(=O)OCC(=O)N(Cc2ccccc2)C(C)(C)C)cc1OC
10.1	-6.8	-4.0	-6.0	1.06	-5.5	-6.7	1.05	O=C(COc1ccccc1[N+](=O)[O-])OCC(=O)N1CCC(Cc2ccccc2)CC1
4.3	-0.4	-2.9	1.4	0.986	10.6	-3.8	0.894	O=C(NCc1ccccc1F)C1CCCN1C(=O)Nc1ccccc1 (stereo not given)
-9.8	-5.6	-2.1	1.9	0.981	-1.6	4.2	1.02	CCN(C(=O)COC(=O)C1CC1C)c1c(N)n(Cc2ccccc2)c(=O)[nH]c1=O (stereo not given)
0.5	0.6	-5.3	12.5	0.875	-5.0	15.0	1.05	O=C(Nc1nnc(-c2ccco2)o1)c1ccc(N2C(=O)CCC2=O)cc1
-0.1	-2.8	-8.8	-5.2	1.05	6.6	-0.9	0.934	CCCCC(=O)N(c1ccc(OCC)cc1)C1C=CS(=O)(=O)C1 (stereo not given)
-2.0	-3.9	4.5	-6.1	1.06	-7.1	0.0	1.07	COc1cc(CCC(=O)OCC(=O)NCC2CCCCC2)cc(OC)c1OC
-4.3	-3.5	-2.5	-2.0	1.02	-19.7	2.2	1.2	COc1ccc(C(=O)C2CCCN(C(=O)c3ccoc3C)C2)cc1F (stereo not given)
-7.0	-9.5	3.8	-4.3	1.04	0.2	-3.5	0.998	CCOC(=O)C1CCN(C(=S)Nc2cccc(C)c2)CC1
-5.5	-4.8	-3.1	3.5	0.965	6.2	-1.8	0.938	Cc1cc(Cl)ccc1OCCCC(=O)NCC1CCCO1 (stereo not given)
-8.0	-6.1	-16.0	3.4	0.966	-4.0	2.3	1.04	O=C(CN1CCN(S(=O)(=O)c2ccc(Br)cc2)CC1)N/N=C/c1ccco1
8.4	5.7	-6.8	5.3	0.947	6.3	3.7	0.937	CCc1c(C#N)c(SCCC(=O)Nc2ccc(C)cc2)nc2c1C(=O)CC(C)(C)C2
-7.5	-1.3	12.5	-4.2	1.04	-18.9	-5.8	1.19	CCOC(=O)c1cccc(NC(=O)CCS(=O)(=O)c2cccc3nsnc23)c1
-18.3	-9.9	-0.1	1.4	0.986	-9.2	-0.3	1.09	O=C(c1ccc(F)cc1)N1CCN(C2CCC(c3ccccc3)CC2)CC1 (stereo not given)
0.2	-12.1	-1.8	-4.8	1.05	-2.0	1.6	1.02	COC(=O)CCC(=O)Nc1cc(Cl)cc(Cl)c1
3.0	-3.2	-10.2	4.2	0.958	-6.7	-0.6	1.07	Cc1ccc(CNC(=O)CNC(=O)c2ccco2)cc1
2.6	-2.1	13.0	3.0	0.97	16.8	-0.5	0.832	Cc1ccc(C)c(Nc2c([N+](=O)[O-])c(=O)oc3ccccc23)c1
1.2	7.6	12.9	-43.3	1.43	-11.8	-5.7	1.12	CCC(C(=O)OCC(=O)Nc1cc(Cl)cc(Cl)c1)c1ccccc1 (stereo not given)
10.0	4.2	-17.7	5.7	0.943	-4.6	-1.2	1.05	CC(C)Cn1c(N)c(C(=O)COC(=O)c2c(O)c(Cl)cc(Cl)c2Cl)c(=O)n(C)c1=O
-8.4	-0.3	6.8	-3.1	1.03	-3.6	-4.2	1.04	CCOc1ccc(CCNC(=O)C2CCCN(S(C)(=O)=O)C2)cc1OCC (stereo not given)
-9.3	1.5	-11.6	-1.5	1.01	-12.9	-0.1	1.13	CCCCCCCNc1nc(Cl)nc(NCCO)n1
-0.6	-2.8	13.8	3.8	0.962	-3.0	-2.0	1.03	COCCN(C(=O)CNC(=O)c1ccco1)C(C(=O)NC1CCCC1)c1ccccc1F (stereo not given)
3.0	-5.1	1.4	7.8	0.922	-2.1	-5.1	1.02	O=C(c1ccc(N2CCCC2=O)cc1)N1CCN(c2ccccc2F)CC1
20.8	0.1	6.2	-0.6	1.01	1.7	0.2	0.983	Cc1ccc(OCC(=O)Nc2ccccc2N2CCCC2)c(C)c1
-5.9	-7.2	20.9	3.0	0.97	13.6	-2.5	0.864	CC(=O)N1CCN(C(=S)c2ccc([N+](=O)[O-])cc2)CC1
-4.6	-1.5	17.4	9.3	0.907	2.2	-4.8	0.978	COc1ccc(Cl)cc1NC(=O)CN(C)C(=O)c1cc(C)oc1C
3.0	0.5	-2.9	7.6	0.924	25.0	-4.6	0.75	Cc1cccc(-n2nnnc2SCC(=O)NC2CCCC2)c1
-7.7	3.9	13.1	-5.5	1.05	3.8	-0.2	0.962	Cc1ccc(S(=O)(=O)NCc2ccc(C(=O)NCCCN3CCN(C)CC3)cc2)cc1
4.7	2.6	-14.2	5.3	0.947	12.2	-0.9	0.878	COc1ccccc1NC(=S)NC(=O)C1CC1
2.3	-6.4	-17.7	2.3	0.977	4.8	5.3	0.952	COC(=O)CN(C#N)c1nc(NC(C)C)nc(OC)n1
7.0	-8.6	-5.2	-1.6	1.02	17.3	-2.4	0.827	COc1ccccc1NCCC(=O)OCC(=O)NC1CCCCC1
28.8	14.9	-25.3	-14.7	1.15	-14.2	1.2	1.14	CC(C)CCN(C(=S)NC(=O)C1CCCCC1)c1c(N)n(Cc2ccccc2)c(=O)[nH]c1=O
-2.8	-4.0	-14.9	-5.5	1.05	-1.2	-5.0	1.01	COC(=O)C(C)N(c1ccc(C)cc1)S(=O)(=O)c1c(C)[nH]c(=O)[nH]c1=O (stereo not given)
-3.8	-9.6	11.0	16.3	0.837	2.2	-4.6	0.978	CN(CCNC(=O)c1cn(C)c2ccc(S(=O)(=O)N(C)C)cc2c1=O)CCc1ccccc1
2.1	-5.2	10.8	-11.2	1.11	-14.8	-0.2	1.15	O=C(Cc1ccc(Cl)cc1)NCCS(=O)c1ccc(Cl)cc1 (stereo not given)
-1.6	-5.0	-1.9	-14.0	1.14	-5.3	-4.4	1.05	CC(CCn1cccn1)NC(=O)CCc1nnc(C2CCCCC2)o1 (stereo not given)
3.5	8.5	5.1	12.1	0.879	19.3	-2.8	0.807	O=C(CSc1nnc(-c2ccccc2)c(-c2ccccc2)n1)N1CCc2ccccc21
-6.1	-1.2	8.6	-5.5	1.05	-1.7	2.5	1.02	Cc1ccc(S(=O)(=O)N2CCCCC2)cc1NC(=O)CCN1C(=O)C2CC=CCC2C1=O (stereo not given)
-9.8	-5.7	-15.0	6.6	0.934	19.5	-2.2	0.805	CCn1nc(CCC(=O)O)c2ccccc2c1=O
8.8	3.8	-9.7	-3.1	1.03	-10.6	-14.4	1.11	O=C(CCSc1nc(-c2ccco2)cc(C(F)(F)F)n1)NCc1cccs1
-2.1	-27.3	-12.3	8.0	0.92	-11.9	8.3	1.12	O=c1[nH]cnc(O)c1C(c1ccc(Br)cc1)c1c(O)nc[nH]c1=O
12.9	7.8	-1.7	-31.7	1.32	-14.7	0.4	1.15	CCOc1ccc(NC(=O)Nc2cc(C)ccc2F)cc1
-4.0	-5.5	-8.8	0.8	0.992	9.2	0.5	0.908	COC(=O)[C@H](Cc1ccccc1)NC(=O)NCc1ccc(C)cc1
-3.2	-3.2	3.0	7.7	0.923	14.2	-1.4	0.858	COCCCN(C(=O)Nc1cccc(Cl)c1)C(C)c1ccccn1 (stereo not given)
0.1	-0.4	-21.8	6.5	0.935	0.1	-1.0	0.999	CCC(=O)Nc1ccc2c(c1)nc(CCN1CCN(c3ccccn3)CC1)n2C
10.0	10.8	-6.3	-10.4	1.1	3.6	3.7	0.964	Cc1ccc(C)c(-n2nnnc2SCC(=O)NCCC2=CCCCC2)c1
19.4	-3.1	1.9	7.2	0.928	-27.1	-5.4	1.27	CC(C)Cn1c(SCC(=O)c2ccc(Cl)s2)nnc1-c1ccco1
0.0	-6.3	21.7	4.1	0.959	-17.3	-0.3	1.17	CCCCc1nc(SCc2ccc([N+](=O)[O-])cc2)n[nH]1
-2.6	-2.0	-4.7	8.5	0.915	-3.0	-2.8	1.03	O=C(NCCCN1CCOCC1)c1cc(-c2cccc(O)c2)on1
0.9	15.0	7.3	-2.0	1.02	-2.8	-6.3	1.03	O=c1cc(-c2ccc3c(c2)OCO3)oc2ccccc12
-4.9	-3.3	7.2	1.0	0.99	-2.1	3.4	1.02	O=C(c1ccccc1)N1CCN(c2ccc(N3CCOCC3)nn2)CC1

Complete entries as entered above. Screens in order: ATG4B inh	HKDC1 inh	PfGluPho inh	mIAP inh	mIAP act	hIAP inh	A3A deaminase	hIAP act
Cc1ccc(C)c(-n2nnnc2SCC(=O)NCCC2=CCCCC2)c1 is entered as 10.0	10.8	-6.3	-10.4	1.1	3.6	3.7	0.964
O=C(c1ccccc1)N1CCN(c2ccc(N3CCOCC3)nn2)CC1 is entered as -4.9	-3.3	7.2	1.0	0.99	-2.1	3.4	1.02

Structures shown so far with an aryl methoxy group:
ATG4B inh	HKDC1 inh	PfGluPho inh	mIAP inh	mIAP act	hIAP inh	A3A deaminase	hIAP act	Molecule
-2.1	-4.8	2.3	1.0	0.99	-13.4	5.2	1.13	COc1cc(OC)c(C(=O)OCC(=O)N(Cc2ccccc2)C(C)(C)C)cc1OC
-2.0	-3.9	4.5	-6.1	1.06	-7.1	0.0	1.07	COc1cc(CCC(=O)OCC(=O)NCC2CCCCC2)cc(OC)c1OC
-4.3	-3.5	-2.5	-2.0	1.02	-19.7	2.2	1.2	COc1ccc(C(=O)C2CCCN(C(=O)c3ccoc3C)C2)cc1F (stereo not given)
-4.6	-1.5	17.4	9.3	0.907	2.2	-4.8	0.978	COc1ccc(Cl)cc1NC(=O)CN(C)C(=O)c1cc(C)oc1C
4.7	2.6	-14.2	5.3	0.947	12.2	-0.9	0.878	COc1ccccc1NC(=S)NC(=O)C1CC1
2.3	-6.4	-17.7	2.3	0.977	4.8	5.3	0.952	COC(=O)CN(C#N)c1nc(NC(C)C)nc(OC)n1
7.0	-8.6	-5.2	-1.6	1.02	17.3	-2.4	0.827	COc1ccccc1NCCC(=O)OCC(=O)NC1CCCCC1
